KDM5B inh: Primary screen for KDM5B Histone Demethylases FDH-coupled qHTS; Potency, µM (doses to about 57.7 µM), inactives show at the highest dose activity change, negative = inhibition, hits mostly inhibitors; KDM5B demethylase, FDH-coupled NADH fluorescence (FDH is formaldehyde dehydrogenase); Lysine-specific demethylase 5B (Homo sapiens), Q9UGL1; 2.6% of 220,000 active; active = well fitted inhibition curve with a large enough effect; inconclusive = small, poorly fitted or top-dose-only effect; inactive = no such curve, though single readings can be large or run the other way; note: 0% is about no effect; nearly all actives have a fitted effect of over 70% in size
Target sequence (Q9UGL1 whole entry, looked up): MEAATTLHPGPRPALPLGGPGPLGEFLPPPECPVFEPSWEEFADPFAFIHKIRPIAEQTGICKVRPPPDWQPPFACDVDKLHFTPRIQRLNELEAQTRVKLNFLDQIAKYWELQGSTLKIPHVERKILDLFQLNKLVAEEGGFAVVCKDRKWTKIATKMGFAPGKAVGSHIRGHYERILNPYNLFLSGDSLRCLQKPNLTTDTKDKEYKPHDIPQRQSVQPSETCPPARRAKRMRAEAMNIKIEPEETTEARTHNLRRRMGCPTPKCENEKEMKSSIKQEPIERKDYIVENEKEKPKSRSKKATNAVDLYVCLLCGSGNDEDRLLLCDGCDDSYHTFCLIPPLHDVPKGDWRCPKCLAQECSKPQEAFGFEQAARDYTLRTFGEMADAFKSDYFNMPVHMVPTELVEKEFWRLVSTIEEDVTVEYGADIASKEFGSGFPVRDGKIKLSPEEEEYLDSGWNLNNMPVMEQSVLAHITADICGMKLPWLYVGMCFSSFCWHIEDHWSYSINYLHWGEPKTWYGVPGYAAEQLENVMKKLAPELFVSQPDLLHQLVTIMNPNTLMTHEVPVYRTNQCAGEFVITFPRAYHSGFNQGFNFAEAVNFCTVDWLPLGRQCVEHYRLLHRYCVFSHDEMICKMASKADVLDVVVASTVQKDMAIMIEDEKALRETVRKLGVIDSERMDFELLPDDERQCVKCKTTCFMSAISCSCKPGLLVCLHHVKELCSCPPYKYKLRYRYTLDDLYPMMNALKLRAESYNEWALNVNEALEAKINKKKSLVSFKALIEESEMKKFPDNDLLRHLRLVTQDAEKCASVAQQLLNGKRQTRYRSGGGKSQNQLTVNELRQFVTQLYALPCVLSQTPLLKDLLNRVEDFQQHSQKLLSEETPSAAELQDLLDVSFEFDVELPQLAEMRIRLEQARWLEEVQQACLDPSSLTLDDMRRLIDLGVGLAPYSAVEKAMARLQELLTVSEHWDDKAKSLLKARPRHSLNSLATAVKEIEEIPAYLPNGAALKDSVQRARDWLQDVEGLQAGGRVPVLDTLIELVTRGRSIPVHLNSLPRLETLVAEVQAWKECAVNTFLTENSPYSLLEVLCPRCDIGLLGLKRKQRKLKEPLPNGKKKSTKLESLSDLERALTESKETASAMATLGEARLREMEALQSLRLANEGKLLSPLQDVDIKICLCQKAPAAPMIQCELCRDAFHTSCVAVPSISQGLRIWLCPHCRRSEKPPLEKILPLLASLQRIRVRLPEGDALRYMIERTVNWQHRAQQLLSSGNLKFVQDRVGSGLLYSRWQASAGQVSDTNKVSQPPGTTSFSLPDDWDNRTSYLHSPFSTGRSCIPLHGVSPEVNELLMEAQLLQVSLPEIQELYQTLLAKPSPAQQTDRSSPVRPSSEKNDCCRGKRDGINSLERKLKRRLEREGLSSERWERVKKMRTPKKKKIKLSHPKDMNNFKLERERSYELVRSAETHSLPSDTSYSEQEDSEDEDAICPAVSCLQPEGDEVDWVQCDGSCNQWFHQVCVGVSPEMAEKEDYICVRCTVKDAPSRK
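KDM5BΔAP (200 nM final) in 50 mM HEPES pH 7.5, 0.01% Tween-20 was preincubated 10 min at RT with compound over a concentration range. Substrate mix (H3K4me3 12.5 µM, α-KG 25 µM, Fe²⁺, ascorbate, NAD⁺, FDH) was added, and NADH fluorescence change over 30 min gave dose-response curves.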
Starred values were filed as active, the others as inactive; i = inactive; ? = inconclusive; & = joins results of further samples; ! = a repeat was not active; [ ] = another dose, or the depositor's remark. Potency is the fitted concentration of half-maximal effect. An excerpt; rates above refer to the full screens.

smiles	KDM5B inh
Cc1ccc(CN2CCC3(C2)NC(=O)c2ccccc2O3)cc1 (configuration not stated)	11%[86.2 µM]
Cc1cc(C(=O)N2C[C@@H](COc3ccccc3)[C@H](C(N)=O)C2)nn1C	18%
Cc1noc2ncnc(Nc3ccc(F)cc3)c12	-24%
Cc1ccc(NC(=O)Cc2nc(-c3c(N)n(C)c(=O)n(C)c3=O)cs2)c(C)c1	-25%
O=C(O)c1nc(Cl)c(Cl)c(N/N=C/c2ccccc2C(F)(F)F)c1Cl	-9%
Cc1ccc(OC(=O)CSc2nnc(CNC(=O)c3ccccc3)o2)cc1	-27%
CC(=O)NCCC1CCN(C(=O)Nc2ccc(C)c(F)c2)CC1	-9%
Cc1oc2c(c1C(=O)NCc1ccncc1)CN(Cc1cccc(F)c1)CC2	?
Cc1cccc(NC(=S)N2CCCCCC2)c1C	21%
Cc1[nH]c2ccccc2c1C(c1ccccc1)c1cccs1 (configuration not stated)	-27%
CCOc1ccc(S(=O)(=O)c2c(C(=O)c3ccc(C)c(C)c3)cnc3ccccc23)cc1	-20%
O=C(Nc1cccc(-c2nc3ccccc3o2)c1)c1cccnc1	-12%

2 entries picked at random from those above, as already listed:
smiles	KDM5B inh
Cc1ccc(NC(=O)Cc2nc(-c3c(N)n(C)c(=O)n(C)c3=O)cs2)c(C)c1	-25%
Cc1ccc(OC(=O)CSc2nnc(CNC(=O)c3ccccc3)o2)cc1	-27%

(continued)
smiles	KDM5B inh
O=C(NCc1ccccc1)c1ncoc1-c1cccs1	?
CC(C)CC(=O)NC1CCN(c2ccccc2)C1=O (configuration not stated)	3%
CCC(=O)N1c2ccccc2CC1C(=O)NCCc1ccc(Cl)cc1 (configuration not stated)	-1%
Cc1ccc(CCNC(=O)c2c3c(nc4ccccc24)C(=O)N(C2CCCCC2)C3)cc1	?
COc1ccc(Cc2nc3ccc(C(=O)NCCCN4CCN(C)CC4)cc3o2)cc1	?
CC1=CC(=O)C(C(=O)/C=C/c2cccs2)C(=O)O1 (configuration not stated)	-9%
Cc1nc(N)nc(C)c1CC(=O)N1CCC2(CC1)OCCCC2O (configuration not stated)	-11%
CCOCCCNc1ncnc2onc(C)c12	12%
CC(=O)OCCOCn1cnn2c(=O)c(Br)c(C)nc12	9%
CCc1ccc(-n2c(=O)c3cccnc3n2CC(=O)NCc2ccccc2)cc1	?
COC(=O)c1cc(N2CCOCC2)ccc1NC(=O)c1cccc(C#N)c1	-7%
CNCc1ccccn1	?
CC(C)c1ccc(CC(=O)N2CCCc3ncc(C(=O)NCCc4cnc[nH]4)cc32)cc1	-3%[86.2 µM]
Cn1c(=O)cc(C(=O)NC2CCCc3c2[nH]c2ccccc32)c2ccccc21 (configuration not stated)	?
COc1ccc(CNc2nc3nc(C)c(Cl)c(C)n3n2)cc1	?
Cc1ccsc1C(=O)N1CCCN(c2cc(-c3ccc(Cl)cc3)[nH]n2)CC1	-13%
COc1ccc(NC(=O)C(=O)NNC(=O)COc2ccc(Cl)cc2)c(OC)c1	20%
C#CCNCc1ccc(F)cc1	28%
COc1ccc(CC(=O)N2CC[C@@H](CC(=O)O)[C@@H](CCN3CCNCC3)C2)cc1	17%[86.2 µM]
CC1(c2ccc(OC(F)F)cc2)NC(=O)N(CC(=O)Nc2cccc(F)c2)C1=O (configuration not stated)	-27%
CCCNC(=O)NC(=O)CN1CCCC1	-15%
Cc1cc(OC(C)C(=O)N2CCN(CCc3ccccn3)CC2)ccc1Cl (configuration not stated)	i[11.5 µM]
Cc1ccc2oc(=O)n(CCCOc3ccc(Cl)cc3)c2c1	-1%
CCOC(=O)C1CCCN(C(=O)C2CCN(S(=O)(=O)c3ccc4c(ccn4CC)c3)CC2)C1 (configuration not stated)	19%
COc1cccc(CNC(=O)C2CCCN(c3nc4ccccc4n4cccc34)C2)c1 (configuration not stated)	-22%
COCCN1C[C@]23C=C[C@H](O2)C(C(=O)N(C)Cc2cnccn2)C3C1=O (some centres not stated)	14%
Cc1ccccc1-c1noc(-c2nc(-c3ccncc3)no2)n1	19%
Cc1ccc2oc(C(=O)Nc3sc4c(c3C(=O)NCC3CCCO3)CCC4)cc(=O)c2c1 (configuration not stated)	-4%
Cn1cc(CN2Cc3c(cc(N4CCOCC4)nc3-c3cccnc3)C2=O)cn1	35µM*
COc1ccc(C(=O)C[n+]2ccc(-c3nnc4n3CCCCC4)cc2)cc1	?
O=C(Nc1ccc(Cl)cn1)c1cccc(OCc2ccccc2)c1	-25%
CC(NC(=O)[C@H]1O[C@@H]2OC(C)(C)O[C@@H]2[C@H]2OC(C)(C)O[C@H]21)C(=O)O (some centres not stated)	20%
Cc1ccc(-n2c(SCc3cccc(C)c3)nc3c(=O)[nH]cnc32)cc1	2%
COc1ccc(Nc2ncncc2-c2nc(-c3ccccc3)no2)cc1F	-27%
CCNC(=O)c1cccnc1OC1CCN(C(=O)Cc2ccccc2)C1 (configuration not stated)	6%
Cc1[nH]nc2c1C(c1cccc(Cl)c1)C(C#N)=C(N)O2 (configuration not stated)	?

Arranged by heavy-atom count (low to high): some entries from above.
smiles	KDM5B inh
Cc1[nH]nc2c1C(c1cccc(Cl)c1)C(C#N)=C(N)O2 (configuration not stated)	?
Cc1ccccc1-c1noc(-c2nc(-c3ccncc3)no2)n1	19%
O=C(Nc1ccc(Cl)cn1)c1cccc(OCc2ccccc2)c1	-25%
Cc1ccc(-n2c(SCc3cccc(C)c3)nc3c(=O)[nH]cnc32)cc1	2%
COc1ccc(C(=O)C[n+]2ccc(-c3nnc4n3CCCCC4)cc2)cc1	?
Cc1ccc2oc(C(=O)Nc3sc4c(c3C(=O)NCC3CCCO3)CCC4)cc(=O)c2c1 (configuration not stated)	-4%

(cont.)
smiles	KDM5B inh
CCNC(=O)c1cccnc1OC1CCN(C(=O)c2ccccc2)C1 (configuration not stated)	-15%
CCCc1ccc(OCC(=O)Nc2scc(-c3cccs3)c2C(=O)OC)cc1	?
CN(C)c1cccc(C(=O)Nc2cccc(S(=O)(=O)NC3=NCCC3)c2)c1	-9%
CC(C)(O)C#Cc1ccc(C(=O)N2CC(=O)N(C3CCCCC3)CC(OCc3cccnc3)C2)o1 (configuration not stated)	-31%
C/C(=N/Nc1ccc(S(=O)(=O)Nc2ccc(C)cc2C)cc1[N+](=O)[O-])c1ccc(Cl)s1	18%
CN1c2cc(C(=O)Nc3ccc(Oc4ccccc4)cc3)ccc2C(=O)N2CCCCC21 (configuration not stated)	?
Cc1ccc(-c2n[nH]c(=O)c3ccccc23)cc1S(=O)(=O)N1CCCC1	20%
CCc1cccc(NC(=O)c2n[nH]c(=O)c3ccccc23)c1	-14%
CCN(CC)C(=O)Nc1ccc2c(c1)N(Cc1ccccc1)C(=O)c1ccccc1S2	-9%
O=C(C1CCOCC1)N1CCOC[C@H](Oc2ccccc2)C1	-7%[86.2 µM]
O[C@@H]1CCN(Cc2nc(C3(O)CCN(Cc4ccccc4C(F)(F)F)CC3)cs2)C1	6%
COc1ccccc1NC(=O)Cn1c(=O)n(Cc2nc(C)no2)c(=O)c2cc3c(cc21)OCO3	5%&-25%
CNC(=O)[C@@H]1CN(S(=O)(=O)c2ccccc2F)C[C@H]1COC	-3%
O=C(Nc1ccccc1C(=O)Nc1nnc(C(F)(F)F)s1)c1ccccc1	?
Cc1cc(=O)oc2cc(OCC(=O)N/N=C/c3ccccc3O)ccc12	?
COc1ccc(C(=O)Nc2oc3ccccc3c(=O)c2-c2ccc(Cl)cc2)cc1	?
COCc1noc([C@@H]2CN(Cc3ccoc3)C[C@H]2COC)n1	-3%
O=C(Nc1ccc2c(c1)OCCO2)N1CCC(Cc2noc(C3CCOCC3)n2)C1 (configuration not stated)	?
O=C1NCCCc2[nH]c(-c3cnn(-c4cccc(F)c4)c3)nc21	28µM*
COc1ccc(S(=O)(=O)N2C[C@@H](F)C[C@H]2C(=O)N2CCOCC2)cc1OC	14%
O=C(CNC(=O)c1ccccc1Cl)OCc1cc(=O)n2ccsc2n1	-11%
O=C(CCC[C@@H]1[C@H]2CCCN3CCC[C@@H](CN1C(=O)c1ccccc1)[C@@H]23)N1CCCCC1	?
COc1ccc(C(=O)Nc2nnc(SCc3cc(=O)n4cc(Cl)ccc4n3)s2)cc1	1%
COc1ccc(N2CCN(C(=O)c3cc(NC(C)=O)cc4nc(C)ccc34)CC2)cc1	?
CCOC(=O)c1c(C)n(C)c2cc(Br)c(O)c(O)c12	9%
Cc1ccc(CNC(=O)c2ccc3c(c2)CCN3S(=O)(=O)c2ccc(Br)cc2)cc1	-9%
CCOC(=O)C1CCN(C(=O)COC(=O)c2cc3c(C)cc(C)cc3[nH]2)CC1	?
Cc1cccc(NS(=O)(=O)c2ccc3c(c2)CCN3C(=O)C2CC2)c1C	-23%
Cc1oc2ncnc(N3CCCCC3)c2c1C(=O)N1CCN(c2cccc(C(F)(F)F)c2)CC1	?
O=C(Cc1ccccn1)NC1CCN(c2nc3ncccc3o2)CC1	25µM*!
CCC(C)[C@H](NC(=O)[C@@H]1Cc2ccccc2CN1)C(=O)Nc1ccc(C)cc1 (some centres not stated)	-1%
Cc1nc2ccc(C(=O)NCC3CN(Cc4ccccc4)CCO3)cc2nc1C (configuration not stated)	-4%
COc1cccc2cc(-c3nc4sc(C(=O)Nc5ccc(F)cc5F)c(C)c4c(=O)[nH]3)c(=O)oc12	-16%
Cc1cccc(-c2ocnc2C(=O)N2CC[C@H](CO)[C@H](NC(=O)C3CC3)C2)c1	4%
CN(C)S(=O)(=O)c1cccc(NC(=O)COC(=O)c2cc(=O)c3ccccc3o2)c1	-6%&0%
COc1ccc(-c2nc(-c3nnn4c3COC(c3ccccc3Cl)C4)no2)cc1 (configuration not stated)	-24%
O=C(CCCc1ccccc1)Nc1ccnn1C1CCN(C(=O)CCc2cnccn2)CC1	5%
CCOc1ccc(C(=O)OCC(=O)N2CCCC2)cc1OCC	17%
Cc1ccccc1C1/C(=C(\O)c2ccccc2F)C(=O)C(=O)N1c1ccc(CC(=O)O)cc1 (configuration not stated)	11%
COc1ccccc1Nc1ncncc1-c1nc(-c2ccccc2)no1	?
Cc1nc(NC(=O)c2cccc(OCc3ccccc3)c2)ccc1Br	-3%
CCOc1cc(=O)n2c(c1C(=O)NCCOC)CCCCC2	22%
Cc1ncc(C(=O)N2CCCC(c3cc(N4CCOCC4)nc(C)n3)C2)cn1 (configuration not stated)	-9%
Cc1ccc(C(=O)COC(=O)CN2C(=O)C3CC=CCC3C2=O)cc1[N+](=O)[O-] (configuration not stated)	-3%
COc1cccc(C2CC(N)C2)c1 (configuration not stated)	-7%
COC(=O)C1=C(C)N(C)C(C)=C(C(=O)OC)C1c1ccccc1C(F)(F)F	465%[activator]
CCOc1ccc(CNC(=O)c2ccc(NC(=O)c3nnc(C)s3)cc2)cc1OC	?
COc1ccc(-c2cc(C(=O)Nc3ccc(S(=O)(=O)Nc4ncccn4)cc3)c3ccccc3n2)cc1	?
Cc1cccc(CCNC(=O)CN(c2ccc(C(C)C)cc2)S(=O)(=O)c2c(C)nn(C)c2C)c1	2%
OC1CN(Cc2ccc(-c3cnc4c(OCc5ccccc5)nccn34)cc2)C1	32µM*
C=CCOc1ccc(C2C(C(=O)c3ccc(C)o3)=C(O)C(=O)N2Cc2cccnc2)cc1 (configuration not stated)	?
CC1=C(C(=O)NC(C)(C)C)C(c2ccc(Cl)cc2)N2C(CC(=O)N3CCCC3)=CSC2=N1 (configuration not stated)	?
O=C(Nc1ccc(S(=O)(=O)NCCc2ccccc2)cc1)c1ccncc1	14%
O=C(CN1CCC2(CC1)OCCO2)Nc1cccc(F)c1	9%
CC(C)(C)OC(=O)N1CCC(C(=O)N2CCN(Cc3cccs3)CC2)CC1	-10%
Fc1ccc(C2Cn3nnc(-c4nc(-c5ccc(Br)cc5)no4)c3CO2)cc1 (configuration not stated)	-7%
CCN1c2cc(C(=O)Nc3cc(F)cc(F)c3)ccc2C(=O)N2CCCCC21 (configuration not stated)	?
Cc1ccc(C(=O)N2CCN(c3nnc4ccccn34)CC2)cc1C	25µM*
Cn1ccnc1-c1nc2cc(S(=O)(=O)N3CCCC3)ccc2n1C	?
O[C@@H]1CC(CNCC2CCCC2)(COc2ccc(C(F)(F)F)cn2)C[C@@H]1O (some centres not stated)	10%

Going on with the list:
smiles	KDM5B inh
CCOc1ccc(NC(=O)CSc2nc3c([nH]c4ccccc43)c(=O)n2-c2cc(C)cc(C)c2)cc1	11%
COc1ccc(NC(=O)c2cc3n(n2)CC(c2ccc4c(c2)OCO4)OC3)cc1OC (configuration not stated)	-8%
CCOc1ccc(C(=O)Nc2cccc(-c3nc4cccnc4s3)c2C)cc1OCC	-11%
Cn1cccc1CN1CCC2(COc3ccccc3C(=O)N2)C1 (configuration not stated)	?
O=C(COc1ccc(F)cc1)Nc1ccc2oc(-c3ccc(F)cc3)nc2c1	-19%
CC(C)c1ccc(NC(=O)CN2C(=O)NC3(CCS(=O)(=O)CC3)C2=O)cc1	7%
O=C(c1cscn1)N1CC[C@@H]2[C@@H](CCC(=O)N2CCCn2ccnc2)C1	3%

Bioassay records (PubChem BioAssay)
